TDP2 inh = human TDP2 enzyme inhibitors, primary screen, biochemical, epi absorbance, recombinant enzyme. Tyrosyl-DNA phosphodiesterase 2 (Homo sapiens), O95551. T5PNP hydrolysis, p-nitrophenol absorbance 415 nm. inhibition, % at 12.8 µM. hit rate 0.34% among 370,000;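 active = inhibition above the mean of all tested compounds plus 3 SD, set per campaign, cut at about 25% in these data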;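 also: 0% = DMSO with enzyme and 100% = buffer with substrate but no TDP2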
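Material: recombinant human TDP2; quantity: TDP2 enzyme at 120 nM final; medium: Tris-HCl pH 7.5 with MgCl2; compound: single concentration, 12.8 µM nominal, with 1% DMSO; incubation: 2 h enzyme incubation at 37 °C; signal: epi absorbance; measure: percent inhibition; benchmarks: high control without enzyme, low control DMSO plus TDP2; repeats: singlicate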
ASAP1 GAP inh = inhibitors of human ASAP1 ArfGAP activity, primary screen, biochemical, fluorescence polarization; Arf-GAP with SH3 domain, ANK repeat and PH domain-containing protein 1 (Homo sapiens), …; ASAP1-stimulated ARF1 GTP hydrolysis, GDP FP detection; inhibition, % at 16.5 µM; hit rate 0.19% among 360,000; AID 624377, 2012; in the data active = inhibition above about 25%;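 also: 0% = vehicle with enzyme and substrate and 100% = no enzyme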
KLK7 zymogen act = proKLK7 zymogen activators, primary screen, biochemical, fluorescence intensity | AID 652039, 2013 | purified proKLK7, EDANS-DABCYL substrate fluorescence; 100% is mature enzyme control, 0% vehicle | hit rate 0.9% among 370,000 | activation, % at 7 µM;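 active = activation above the mean of all tested compounds plus 3 SD, computed per campaign excluding outliers beyond control limits, cut at about 13% in these data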
Target sequence (P49862 whole entry, looked up): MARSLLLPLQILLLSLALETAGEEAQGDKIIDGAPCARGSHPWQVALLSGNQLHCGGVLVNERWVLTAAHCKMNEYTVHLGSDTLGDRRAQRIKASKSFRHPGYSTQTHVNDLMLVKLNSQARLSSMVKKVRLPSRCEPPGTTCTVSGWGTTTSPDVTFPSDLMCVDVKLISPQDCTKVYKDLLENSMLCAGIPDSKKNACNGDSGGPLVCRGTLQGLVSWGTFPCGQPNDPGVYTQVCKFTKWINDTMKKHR
ADAM10 inh = human ADAM10 inhibitors, primary screen, biochemical, QFRET, HTS; Disintegrin and metalloproteinase domain-containing protein 10 (Homo sapiens), O14672; recombinant ADAM10, EDANS/DABCYL FRET peptide cleavage, 3 h; inhibition, % at 7 µM; hit rate 0.62% among 370,000;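 active = inhibition above a per-campaign cutoff equal to the mean of compounds falling between control-based bounds plus 3 SD, cut at about 20% in these data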;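 also: 0% = DMSO wells while the 100% control is not disclosed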
ARFGAP1 inhibitor = inhibitors of rat ARFGAP1 GAP activity, primary screen, biochemical, fluorescence polarization, GDP tracer | ADP-ribosylation factor GTPase-activating protein 1 (Rattus norvegicus), Q62848 | Arfgap1-stimulated ARF1 GTP hydrolysis, GDP FP detection | inhibition, % at 16.5 µM | hit rate 0.26% among 360,000 | AID 651572, 2012;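 active = inhibition above a per-plate limit, mean inhibition of low control wells plus 3 SD, cut at about 25% in these data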;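 also: 0% = DMSO wells with enzyme and 100% = wells lacking Arfgap1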
Target sequence (Q62848 1-136 limits assumed): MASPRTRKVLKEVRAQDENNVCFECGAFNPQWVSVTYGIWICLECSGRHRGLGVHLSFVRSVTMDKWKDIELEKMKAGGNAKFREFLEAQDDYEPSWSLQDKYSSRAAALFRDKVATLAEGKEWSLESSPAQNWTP
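System: truncated rat Arfgap1 GAP domain / Medium: HEPES-based buffer, pH 7.5 / Also added: N-terminally truncated human ARF1-GTP substrate / Incubation: enzyme reaction 120 min at 25 °C after 20 min preincubation / Measured by: FP of antibody-bound GDP Alexa 633 tracer, ex 620/em 688 nm / Replicates: singlicate, each compound tested once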
ADAM17 inh = ADAM17 inhibitors, primary screen, biochemical, QFRET. recombinant ADAM17, EDANS/DABCYL FRET peptide cleavage. hit rate 0.83% among 370,000. Disintegrin and metalloproteinase domain-containing protein 17 (Homo sapiens), P78536. AID 720648, 2013. inhibition, % at 6.95 µM;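 active = inhibition above the mean of compounds lying between control limits plus 3 SD, set per campaign, cut at about 8.5% in these data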;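 also: 0% = DMSO-only wells as the low control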
Target sequence (P78536 215-824 limits assumed): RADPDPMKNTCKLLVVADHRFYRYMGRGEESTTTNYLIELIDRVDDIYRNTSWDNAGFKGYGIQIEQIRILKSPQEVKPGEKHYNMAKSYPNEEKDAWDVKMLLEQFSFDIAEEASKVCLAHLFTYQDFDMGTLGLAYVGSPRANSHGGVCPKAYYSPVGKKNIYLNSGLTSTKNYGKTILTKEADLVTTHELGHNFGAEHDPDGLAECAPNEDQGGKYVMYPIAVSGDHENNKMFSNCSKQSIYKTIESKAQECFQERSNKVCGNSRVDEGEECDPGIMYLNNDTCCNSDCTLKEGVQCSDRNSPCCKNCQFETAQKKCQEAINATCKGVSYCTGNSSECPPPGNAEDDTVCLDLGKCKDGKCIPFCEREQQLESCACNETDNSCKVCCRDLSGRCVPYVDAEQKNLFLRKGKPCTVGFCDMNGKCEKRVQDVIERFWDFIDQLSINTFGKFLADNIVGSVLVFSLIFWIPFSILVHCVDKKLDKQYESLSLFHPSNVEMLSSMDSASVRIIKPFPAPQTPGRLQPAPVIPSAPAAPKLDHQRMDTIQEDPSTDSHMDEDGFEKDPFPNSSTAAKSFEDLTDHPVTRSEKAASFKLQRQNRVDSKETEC
DDE Tn7 FP inh = inhibitors of Tn7 peptide binding to fibrin DD(E), primary screen, biochemical, fluorescence polarization, human fibrin, Tn7 probe. FP displacement of FITC-Tn7 peptide from fibrin DD(E); 0% = median of compound wells per plate. hit rate 0.13% among 370,000. Fibrinogen beta chain (Homo sapiens), P02675. inhibition, % at 8.3 µM. AID 720508, 2013;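 active = inhibition above the mean of compounds falling within the control limits plus 3 SD of them, cut at about 14% in these data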;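 also: 0% = plate median of compound wells and 100% = 10 µM Aha-Tn7 peptide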
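system = human fibrin DD(E) protein | quantity = DD(E) 2 µM final | medium = Tris/NaCl/CaCl2 buffer, pH 7.8 | also added = labelled Tn7 tracer, 0.1 µM | compound dosing = single point at 8.3 µM | timing = compound with protein 10 min, then 3 h after probe, room temperature | signal = FP measurement | benchmarks = Aha-Tn7 high control | repeats = one replicate per compound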
PLCg1 inh = PLC-gamma1 enzyme inhibitors, primary screen, biochemical, fluorescence, purified enzyme; fluorogenic substrate; inhibition, % at 12.2 µM; hit rate 0.84% among 370,000; in the data active = inhibition above about 9.5%
Tn6 DDE FP = inhibitors of Tn6 peptide binding to fibrin DD(E), primary screen, biochemical, fluorescence polarization, human fibrin, Tn6 probe; hit rate 0.21% among 370,000; Fibrin DD(E) TRITC-Tn6 fluorescence polarization displacement; Fibrinogen beta chain (Homo sapiens), P02675; AID 720509, 2013; inhibition, % at 8.3 µM;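 active = inhibition above a per-campaign cutoff: mean of compounds within control limits plus 3 SD, cut at about 15% in these data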;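 also: 0% = median of all compound wells on the plate and 100% = blocking peptide control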
LEDGF integ inh = blockers of LEDGF/p75-dependent integrase strand transfer – biochemical, TR-FRET, high throughput, primary screen. HIV-1 integrase (with human LEDGF/p75). TR-FRET IN-LEDGF/p75 DNA integration, Eu/Cy5. inhibition, % at 3.7 µM. hit rate 0.64% among 370,000;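 active = inhibition above the screen-wide mean plus 3 SD, cut at about 13% in these data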;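 also: signal is the Cy5 over europium emission ratio at 671 and 618 nm; 0% = plate median of compound wells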
Numbers without * were called inactive; i = inactive.

SMILES	TDP2 inh	ASAP1 GAP inh	KLK7 zymogen act	ADAM10 inh	ARFGAP1 inhibitor	ADAM17 inh	DDE Tn7 FP inh	PLCg1 inh	Tn6 DDE FP	LEDGF integ inh
CN1CCc2nc(NC(=O)COc3ccc4ccccc4c3)sc2C1	0.5	-1.4	0.1	-1.2	17.2	-0.5	-3.2	-0.9	-2.5	-2.8
NC(c1csc(Nc2ccc(C(=O)NCCCO)cn2)n1)C1CCCCC1 (stereo not drawn)	3.4	-7.6	-1.0	-17.5	-4.6	-6.7	3.0	-26.0	-1.1	-5.2
O=C(COn1nnc2ccccc21)N1CCN(Cc2ccccc2)CC1	-5.8	6.0	-0.7	3.0	-3.1	1.6	-5.8	2.5	-1.1	4.1
Cc1ccccc1NS(=O)(=O)c1cc(C(=O)NCc2ccco2)ccc1C	-19.7	3.5	0.2	12.6	3.9	6.2	1.5	10.0*	-1.4	3.6
CCOC(=O)CC1C(=O)NCCN1C(=O)c1c(F)cccc1F (stereo not drawn)	-9.4	12.6	-1.1	-6.5	8.0	-2.5	5.8	-4.8	-2.3	1.1
O=C(NC1CCCN(c2ccc(C(F)(F)F)cn2)C1)c1ccncc1 (stereo not drawn)	1.4	-3.3	0.1	-8.2	-5.8	-0.5	4.0	-0.4	6.7	-0.7
CCCCOC(=O)C1C2C=CC3(CN(CCc4ccccc4)C(=O)C13)O2 (stereo not drawn)	-4.2	5.7	0.6	-1.4	14.3	-0.8	4.6	1.3	-4.4	0.3
O=[N+]([O-])c1ccccc1-c1ccc(C(=S)N2CCCCC2)o1	19.4	10.1	0.3	-6.5	-9.6	-1.4	-2.1	-13.8	6.7	-1.1
COc1ccc(C2C(C(N)=O)=C(C)Nc3nc(-c4ccccc4OC)nn32)cc1OC (stereo not drawn)	5.6	4.9	-0.1	-11.2	3.4	-4.5	-1.7	-15.9	-2.8	1.2
COc1ccc2nc(NC(=O)CSc3ccccc3)sc2c1	25.7*	-4.3	0.8	10.1	16.2	8.6	1.4	0.4	-1.3	0.9
CCCCNC(=O)/C=C/c1ccc(S(=O)(=O)Nc2ccc(OC)cc2)cc1	-3.9	-10.4	0.1	6.2	-10.1	1.9	5.5	0.3	0.8	0.3
CCOc1cc(/C=N/Nc2cccc(C(=O)O)c2)ccc1OCC(=O)N1CCCCC1	4.5	4.7	0.8	-0.8	12.0	0.2	1.6	-3.6	0.1	2.7
CCOC(=O)c1[nH]c(C)c(C(=O)NCCCN2CCOCC2)c1C	0.8	-1.3	0.5	-3.3	7.2	-4.5	-4.5	1.0	2.7	-2.0
COc1ccc(C(=O)N2CCN(CCNC(=O)C(=O)Nc3ccc(F)cc3)CC2)cc1	-4.4	3.5	0.0	-16.9	8.2	-3.6	5.9	1.2	5.4	-3.6
COc1ccc(Br)cc1CNC(=O)CCc1nc(-c2ccc(C)cc2)no1	2.0	13.1	0.2	2.4	-3.8	-1.9	-3.9	-1.1	2.3	-2.1
Cc1cccc(NC(=O)CNC(=O)c2cccc(S(=O)(=O)NCc3cccs3)c2)c1C	6.2	-0.9	0.1	-4.2	-1.7	-0.5	3.8	-1.9	7.6	2.5
CN(c1nc(-c2ccccc2)cs1)C1CCS(=O)(=O)C1 (stereo not drawn)	-8.9	-12.3	-0.6	3.0	6.1	1.6	4.9	0.2	-2.4	0.8
COc1ccc(C(CC(=O)N2CCCC2)c2c(OC)cc(OC)c3ccc(=O)oc23)cc1 (stereo not drawn)	12.3	5.0	4.5	-221.6	-0.2	-75.5	1.5	-413.1	2.6	-1.9
CCOc1ccc(OCC)c(NC(=O)CSc2nc3cccnc3n2C)c1	6.0	-6.6	-0.2	0.5	-5.4	-3.4	3.3	2.1	0.9	-2.3
O=C(N/N=C/c1cc([N+](=O)[O-])ccc1Cl)c1cnccn1	-3.3	-1.6	-0.8	3.8	9.7	-1.2	-4.7	0.3	1.1	1.9
CC(C)NC(=O)C1(C)CSCC(=O)N1C1CC1 (stereo not drawn)	4.2	2.0	0.3	-6.2	14.1	-2.3	-3.9	2.5	2.3	3.1
CCN(CC)CCN1C(=O)C(=O)/C(=C(/O)c2c(C)[nH]c(C(=O)OC)c2C)C1c1cccc(OC)c1 (stereo not drawn)	10.8	-4.7	-0.2	7.2	-11.9	0.4	5.8	2.2	5.0	0.4
O=C1c2ccccc2S(=O)(=O)c2cc(N3CCC(C(=O)N4CCCCC4)CC3)ccc21	-6.4	-8.9	0.5	-1.2	6.3	-3.7	-2.2	-47.6	2.6	-1.2
Cn1ccnc1SCC(=O)Nc1cccc(C#N)c1	-0.3	-14.8	-0.1	-20.6	-0.9	-0.8	-1.7	5.2	2.7	-2.1
CC1=C(SCc2ccccc2)C(=O)c2ccccc2C1=O	51.3*	31.8*	-1.1	-1.3	9.2	5.7	-6.3	-1.6	2.1	24.4*
Further records:
SMILES	TDP2 inh	ASAP1 GAP inh	KLK7 zymogen act	ADAM10 inh	ARFGAP1 inhibitor	ADAM17 inh	DDE Tn7 FP inh	PLCg1 inh	Tn6 DDE FP	LEDGF integ inh
CCN1CCN(C(=O)CN(CC)S(=O)(=O)c2ccc3ccccc3c2)CC1	-0.6	0.4	-0.2	-3.1	-7.6	0.3	-7.1	-0.1	-1.0	-1.5
Cc1cc(C)nc(SCc2ccc(C(=O)N/N=C3\CCCC(=O)C3)cc2)n1	-2.6	-8.6	-5.0	-154.5	4.9	-57.6	6.3	-161.3	2.2	-0.7
COc1cc(C2=CCN(C(C)=O)CC2)ccc1OC(C)=O	9.3	6.3	0.4	-10.4	-6.6	-5.4	-4.8	-1.3	-2.1	1.8
COc1ccc(/C=N/NC(=O)CC(=O)NC2CCCCC2)cc1	5.0	-13.3	0.3	0.1	-2.8	0.8	-0.6	0.7	5.8	0.7
Cc1ccc(C2(C)NC(=O)N(CC(=O)Nc3cc(C)on3)C2=O)cc1 (stereo not drawn)	-4.5	-3.7	0.0	-0.7	-9.6	3.7	3.3	2.4	4.0	-1.9
COc1cccc(NC(=O)CN2C(=O)NC(C)(c3ccc(C)cc3)C2=O)c1 (stereo not drawn)	3.2	-6.7	-1.2	-4.3	-5.7	-3.8	3.2	3.9	-4.4	1.7
CN(C)/C=C(\C#N)C(=O)N/N=C(\CC(=O)C(F)(F)F)c1ccco1	-1.0	-6.1	0.7	-4.4	-8.1	-0.4	-6.1	-4.8	1.4	-1.4
O=C(NCc1ccco1)c1nn2cccnc2c1Cl	1.6	-5.7	0.1	0.7	-1.4	-6.0	8.4	-2.5	11.0	-6.8
O=C(Nc1cccc(C(=O)N2CCCc3ccccc32)c1)c1ccccc1	1.1	8.2	-0.2	4.6	-4.5	3.4	-1.5	3.6	-3.1	3.1
CCC1(c2ccccc2)NC(=O)N(CC(=O)N(C)CC(=O)Nc2ccc(F)c(F)c2F)C1=O (stereo not drawn)	-15.0	-10.4	-0.4	-7.7	-2.8	-2.1	7.3	-1.4	2.7	-1.8
COc1ccc(C(=O)NNc2cc(C)nc(NNC(=O)c3ccc(OC)cc3)n2)cc1	-11.9	-6.9	0.0	-1.0	-0.2	-6.8	6.2	-3.6	-0.9	-4.4
O=C(c1ccc(N2CCOCC2)c([N+](=O)[O-])c1)N1CCN(Cc2ccccc2)CC1	-2.4	6.6	-0.6	3.8	-1.9	0.3	-5.5	2.8	7.5	3.4
O=C1C(Cl)=C(NCc2cccnc2)C(=O)c2ccccc21	10.7	12.0	-0.1	4.1	4.7	-5.1	0.1	-7.0	-1.8	4.5
CN(C)c1oc(-c2ccco2)nc1C#N	-0.2	-7.4	6.9	i	-7.7	-288.3	0.9	-82.6	-4.7	1.5
O=C1C=C(c2cccc(Cl)c2)C[C@@H](c2ccc(Cl)cc2)C1	-5.7	8.1	-0.1	11.3	0.7	5.2	-0.2	2.3	0.4	-0.5
COc1ccc(Nc2c(-c3cc4ccccc4o3)nc3nc(C)cc(C)n23)cc1	5.9	-2.7	-1.7	-11.1	4.5	-1.2	3.2	-106.9	-5.7	4.6
O=C(O)CCNS(=O)(=O)c1ccc2ccccc2c1	3.4	11.2	-0.5	-5.2	-10.0	-4.3	-6.1	-2.7	-0.7	-3.0
COc1cc(NC(=O)CCN2CCN(CCO)CC2)cc(OC)c1	12.2	0.4	0.0	-4.4	-9.7	-3.4	11.0	-3.3	-2.9	1.0
O=C(NCCCn1ccnc1)c1nc(Cn2cc(Br)cn2)no1	7.5	1.8	0.1	-1.9	-5.5	-1.9	-4.2	0.4	-1.6	2.0
COc1ccc(S(=O)(=O)NCC(=O)NCc2cc(=O)n(C)c(=O)n2C)cc1F	3.5	-5.0	-0.5	0.6	11.7	1.6	2.8	2.7	-3.2	1.5
CCc1nnc(NC(=O)CSc2ccc(-c3nc4ccccc4[nH]3)cn2)s1	6.1	3.0	3.0	-76.4	6.6	-27.4	-5.3	-19.0	5.8	-1.9
CCC(C)NC(=O)CCn1c(-c2ccc(F)cc2)cc(C(C)=O)c1C (stereo not drawn)	7.0	-8.5	0.2	5.5	4.7	-1.6	4.7	4.9	1.1	-0.8

Part of the list above in order of formula weight, smallest number first:
SMILES	TDP2 inh	ASAP1 GAP inh	KLK7 zymogen act	ADAM10 inh	ARFGAP1 inhibitor	ADAM17 inh	DDE Tn7 FP inh	PLCg1 inh	Tn6 DDE FP	LEDGF integ inh
Cc1cc(C)nc(SCc2ccc(C(=O)N/N=C3\CCCC(=O)C3)cc2)n1	-2.6	-8.6	-5.0	-154.5	4.9	-57.6	6.3	-161.3	2.2	-0.7
CCN1CCN(C(=O)CN(CC)S(=O)(=O)c2ccc3ccccc3c2)CC1	-0.6	0.4	-0.2	-3.1	-7.6	0.3	-7.1	-0.1	-1.0	-1.5
O=C(c1ccc(N2CCOCC2)c([N+](=O)[O-])c1)N1CCN(Cc2ccccc2)CC1	-2.4	6.6	-0.6	3.8	-1.9	0.3	-5.5	2.8	7.5	3.4
